# KB-V1 MDR tox: qHTS assay for MDR1-selective chemotherapeutics: Primary screen using the drug-selected MDR subline cells KB-V1; KB-V1 MDR cells viability, CellTiter-Glo, 72 h; Potency, µM (doses to about 46.1 µM), for the others: top-dose activity change, negative = cytotoxicity, hits mostly cytotoxic; 400,000 tested, 3.4% active; AID 1347076, 2019; also: potency is read from the fitted curve at half-maximal effect; % is scaled to controls: 0 for no effect and ±100 for the full control effect; nearly all actives have a fitted effect of over 60% in size
#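 KB-V1, DMEM (no phenol red) + 10% FBS; cpd pin-transferred, titration series; 72 h, 37 degrees C; CellTiter-Glo, luminescence. Data normalized, curve-fit.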
# HT1080 IDH1KD tx: qHTS for induction of synthetic lethality in tumor cells producing 2HG: qHTS for the HT-1080-IDH1KD cell line. Potency, µM (top dose mostly 46.1 µM), inactives show top-dose activity, negative = toxicity, actives largely listed as cytotoxic. HT-1080 IDH1 knockdown viability, ATP luminescence, 48 h. AID 686971, 2013. 360,000 tested, 2% active;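 also: potency is read from the fitted curve at half-maximal effect; 0% = DMSO wells and -100% = cell-free medium wells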
#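 Luminescent ATP read-out (CellTiter-Glo, 10 min at room temperature) after 48 h compound exposure at 37 °C gave viability of IDH1-knockdown HT-1080 cells. Activity was normalised to DMSO and cell-free wells, then fitted as concentration-response curves.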
# KB-3-1 tox: qHTS assay for MDR1-selective chemotherapeutics: Primary screen using the parental adenocarcinoma cell KB-3-1 | 400,000 tested, 1.4% active | Potency, µM (top dose mostly 46.1 µM), inactives show top-dose activity change, negative = cytotoxic, most hits filed as cytotoxic | KB-3-1 viability, CellTiter-Glo ATP luminescence, 72 h | AID 1347075, 2019; also: potency is read from the fitted curve at half-maximal effect; % is scaled to controls: 0 for no effect and ±100 for the full control effect; nearly all actives have a fitted effect of over 60% in size
#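 Using CellTiter-Glo luminescence, growth of non-resistant KB-3-1 adenocarcinoma cells is assessed 72 h after pin-tool compound addition at 37 °C. Normalized responses across the concentration series yield fitted curves.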
# HT1080-NT tox: qHTS for induction of synthetic lethality in tumor cells producing 2HG: qHTS for the HT-1080-NT fibrosarcoma cell line | Potency, µM (series often up to 46.1 µM), without a hit: at the top dose activity, negative = less viability, actives largely listed as cytotoxic | 360,000 tested, 1.6% active | AID 686970, 2013 | HT-1080-NT fibrosarcoma viability, CellTiter-Glo ATP luminescence, 48 h;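 also: NT is the 2HG producing partner of a matched IDH1 knockdown line; potency is read from the fitted curve at half-maximal effect; 0% = DMSO-treated cells and -100% = media-only wells without cells; nearly all actives have a fitted effect of over 55% in size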
#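 Compounds were tested in concentration-response format on HT-1080-NT cells for 48 hours at 37 degrees C. Cell viability came from CellTiter-Glo luminescence; curves were classified by r2, response magnitude and activity.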
# MCF10A rerep: A quantitative high throughput screen for small molecules that induce DNA re-replication in MCF 10a normal breast cells | MCF 10A DNA re-replication, Hoechst nuclear intensity, 48 h | Potency, µM (top dose mostly 46.1 µM), without a hit: top-dose activity, positive = re-replication, usual class: activators | 350,000 tested, 2.9% active; also: potency is read from the fitted curve at half-maximal effect; % of control where 0% means no effect; nearly all actives have a fitted effect of over 50% in size
# SW480 rerep: A quantitative high throughput screen for small molecules that induce DNA re-replication in SW480 colon adenocarcinoma cells. SW480 DNA re-replication, Hoechst DNA content imaging, 48 h. 340,000 tested, 1.8% active. Potency, µM (highest dose often 46.1 µM), inactives show at the top dose re-replication activation, actives largely listed as activators; also: potency is read from the fitted curve at half-maximal effect; % of control where 0% means no effect; nearly all actives have a fitted effect of over 55% in size
#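 Image-based read-out: total Hoechst fluorescence of nuclei (405 nm excitation, 500-530 nm emission), with hits raising the fraction of high-intensity nuclei. SW480 colon cells incubated 48 hr with compounds at 37 C.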
# WRN inhibitor: qHTS for Inhibitors of WRN Helicase | Potency, µM (titrated, usually from 114 µM), inactives show at the highest dose activity change, negative = inhibition, usual class: inhibitors | Bifunctional 3'-5' exonuclease/ATP-dependent helicase WRN (Homo sapiens), Q14191 | WRN helicase unwinding, fluorescent forked duplex, kinetic | 360,000 tested, 0.46% active; also: potency is read from the fitted curve at half-maximal effect; % is scaled to controls: 0 for no effect and ±100 for the full control effect; nearly all actives have a fitted effect of over 55% in size
# Target sequence (Q14191 whole entry, looked up): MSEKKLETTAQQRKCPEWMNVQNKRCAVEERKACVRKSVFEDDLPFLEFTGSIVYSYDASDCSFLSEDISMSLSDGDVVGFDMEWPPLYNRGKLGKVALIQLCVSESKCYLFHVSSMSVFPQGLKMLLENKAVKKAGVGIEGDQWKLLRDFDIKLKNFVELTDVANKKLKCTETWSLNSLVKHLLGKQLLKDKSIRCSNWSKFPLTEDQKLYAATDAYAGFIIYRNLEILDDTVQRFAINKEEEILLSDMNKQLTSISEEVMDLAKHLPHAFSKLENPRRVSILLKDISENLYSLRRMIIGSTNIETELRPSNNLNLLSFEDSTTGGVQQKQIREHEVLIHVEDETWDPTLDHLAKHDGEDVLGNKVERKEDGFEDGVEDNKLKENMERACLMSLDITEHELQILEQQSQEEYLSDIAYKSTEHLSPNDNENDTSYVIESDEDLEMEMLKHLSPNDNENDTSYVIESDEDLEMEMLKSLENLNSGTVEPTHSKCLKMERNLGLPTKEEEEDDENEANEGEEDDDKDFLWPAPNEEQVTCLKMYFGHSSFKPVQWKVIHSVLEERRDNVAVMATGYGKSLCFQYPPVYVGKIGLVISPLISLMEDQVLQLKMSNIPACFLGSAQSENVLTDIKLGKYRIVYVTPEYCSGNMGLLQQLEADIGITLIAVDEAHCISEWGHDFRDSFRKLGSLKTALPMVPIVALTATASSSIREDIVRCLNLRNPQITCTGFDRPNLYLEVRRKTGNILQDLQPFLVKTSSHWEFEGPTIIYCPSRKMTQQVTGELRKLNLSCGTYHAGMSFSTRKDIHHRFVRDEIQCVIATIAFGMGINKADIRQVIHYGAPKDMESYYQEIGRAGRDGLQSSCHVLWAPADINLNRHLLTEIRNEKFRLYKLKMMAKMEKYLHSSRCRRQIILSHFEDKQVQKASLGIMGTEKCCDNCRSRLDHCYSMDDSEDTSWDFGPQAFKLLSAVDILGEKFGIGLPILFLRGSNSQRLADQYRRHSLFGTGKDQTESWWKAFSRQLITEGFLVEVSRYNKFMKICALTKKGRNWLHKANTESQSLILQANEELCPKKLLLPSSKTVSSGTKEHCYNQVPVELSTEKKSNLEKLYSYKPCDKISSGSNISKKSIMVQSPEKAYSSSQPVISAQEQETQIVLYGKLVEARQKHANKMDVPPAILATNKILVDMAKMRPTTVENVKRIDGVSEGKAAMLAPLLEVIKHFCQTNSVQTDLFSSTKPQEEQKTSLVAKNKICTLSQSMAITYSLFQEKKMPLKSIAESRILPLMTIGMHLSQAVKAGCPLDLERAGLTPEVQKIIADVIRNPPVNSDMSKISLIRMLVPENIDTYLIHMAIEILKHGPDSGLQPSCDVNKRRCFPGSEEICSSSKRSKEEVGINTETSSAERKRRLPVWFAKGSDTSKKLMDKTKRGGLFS
#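 Kinetic fluorescence helicase assay: unwinding of a quenched forked DNA duplex (100 nM final) with 2 mM ATP final raises red fluorescence (525/598 nm). Compounds sat 15 min at room temperature with 20 nM WRN beforehand.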
# IL-1B inflam inh: qHTS for Inhibitors of Inflammasome Signaling: IL-1-beta AlphaLISA Primary Screen. 360,000 tested, 4.7% active. activity change, % at 57.5 µM. THP-1 LPS/ATP IL-1B secretion, AlphaLISA, 16 h; hits give low values; in the data active = activity change below about -50%; inconclusive = mostly about -30% to -49%; also: % is scaled to controls: 0 for no effect and ±100 for the full control effect
#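 Secreted IL-1B measured by AlphaLISA bead assay after 16 h compound exposure of THP-1 cells; compounds (final up to 57.5 uM) added 1 h before LPS (250 ng/mL) and ATP (1.25 mM) stimulation; lower signal means less secretion.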
# ATXN2 expr inh: Primary qHTS for Inhibitors of ATXN expression. AID 1745845, 2022. HEK-293 ATXN2-luciferase reporter, luminescence, 24 h. Potency, µM (doses to about 57 µM), inactives show at the highest dose activity change, negative = inhibition, actives largely listed as inhibitors. 360,000 tested, 0.72% active; also: potency is read from the fitted curve at half-maximal effect; % is scaled to controls: 0 for no effect and ±100 for the full control effect; nearly all actives have a fitted effect of over 55% in size
#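 qHTS (up to 57 uM final) was run with 24 h compound exposure of reporter cells at 37 °C. Each well was multiplexed: SteadyGlo luminescence measured ATXN2-luciferase expression after a fluorogenic Gly-Phe-AFC viability readout (25 uM final).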
# The depositor's hits bear a star; ? = inconclusive; nt = no result given; [ ] = another dose, or the depositor's remark. Unless noted, calls follow the shape of the dose curve; as a rule, active = well fitted curve in the direction sought with a large enough effect; inconclusive = small, poorly fitted or top-dose-only effect, or another doubt; inactive = no such curve, though single readings can be large; an effect the other way counts as inactive or inconclusive.
SMILES,KB-V1 MDR tox,HT1080 IDH1KD tx,KB-3-1 tox,HT1080-NT tox,MCF10A rerep,SW480 rerep,WRN inhibitor,IL-1B inflam inh,ATXN2 expr inh
CCCCN(C=O)c1c(CC)nc2ccc(C(=O)N3CCN(S(=O)(=O)CC)CC3)cn12,1%,15%,0%,?,nt,nt,7%,-4,14%
CCOC(=O)c1c(NC(=O)c2cnn3c2NC(c2cccc(OC)c2)CC3C(F)(F)F)sc2c1CCCC2 (stereo not drawn),14%,8%,10%,7%,13%,-2%,2%,-13,4%
CCOc1cc(NC(=O)Nc2ccc(F)cc2)c(OCC)cc1NC(=O)CC,24%,11%,0%,15%,-1%,4%,1%,0,nt
C=CCc1ccccc1OCC(=O)OCCNC(=O)c1cccnc1,20%,0%,8%,-2%,-4%,-6%,8%,10,-3%
CN(C)/C=C(/C(=O)c1ccc(Cl)c(Cl)c1)c1nnnn1-c1ccccc1,-32%,-7%,0%,-2%,2%,-1%,7%,1,-14%
CCOc1ncccc1C(=O)NCc1ccccc1F,-28%,-12%,-22%,-14%,-2%,-8%,2%,-7,-4%
COc1ccccc1NC(C)=O,22%,9%,-7%,7%,-14%,3%,2%,31,1%
CC(=O)Nc1ccc(C(=O)NC(CC(=O)O)c2ccc(Cl)cc2)cc1 (stereo not drawn),24%,16%,0%,12%,8%,-2%,-7%,5,-8%
CSCSC1=C(C#N)C(c2ccccc2Cl)C(C(C)=O)=C(C)N1 (stereo not drawn),?,0%,-3%,-20%,?,?,-32%,-7,-3%
Cc1snc(SCC(=O)c2ccc(F)cc2)c1C#N,-27%,1%,6%,0%,5%,5%,15%[57.1 µM],-7,44%[activator]
O=C(CNC(=O)C12CC3CC(CC(C3)C1)C2)N1CCN(S(=O)(=O)/C=C/c2ccccc2)CC1,0%,1%,?,1%,3%,-2%,-9%,0,-13%
O=C(O)/C=C/C(=O)Nc1ccc(F)cc1F,1%,-7%,15%,4%,18%,-4%,-4%,2,1%
N#C/C(C(=O)NCc1ccco1)=C1/SC(Cc2ccc(F)cc2)C(=O)N1c1ccccc1 (stereo not drawn),0%,-2%,0%,-2%,7%,-7%,-15%,0,-4%
CCC(C)(C(=O)NC1CCCC1)N(C)C(=O)Cc1c[nH]c2ccccc12 (stereo not drawn),-13%,0%,-2%,1%,-5%,6%,8%,-1,-14%
Cc1ccc(S(=O)(=O)NC(=O)c2ccccc2C)cc1,28%,22%,0%,?,-12%,3%,-10%,-11,2%
C=CCNC(=O)N1CCCC(C(=O)c2cccc(Cl)c2)C1 (stereo not drawn),11%,5%,10%,9%,4%,6%,7%,9,-7%
CCN(Cc1ccccc1)C(=O)c1oc2ccc(S(=O)(=O)N3CCOCC3)cc2c1C,-17%,-17%,?,-18%,1%,-4%,0%,-53*,-14%
COc1ccc(C(=O)Nc2ccccc2C(=O)N/N=C/c2ccccn2)cc1OC,?,?,?,?,?,?,8%,nt,28µM*
Cc1ccc(C2CC(C(F)(F)F)n3nc(C(=O)NCc4ccco4)cc3N2)cc1 (stereo not drawn),9%,-13%,-9%,-16%,0%,-4%,4%,5,-1%
CCc1cc2c(=O)c(Oc3ccccc3)c(C)oc2cc1O,4%,-4%,20%,1%,6%,-4%,-2%,-4,-5%
O=C(O)CCCCCNc1nc2ncn(Cc3ccccc3)c2c(=O)[nH]1,0%,17%,-22%,-2%,7%,-7%,-4%,24,-2%
CC(=O)c1ccc(N2CCN(C(=O)c3cc4c(-c5ccccc5F)nn(C)c4s3)CC2)cc1,-19%,-7%,-20%,-11%,6%,12%,10%,3,-33%
Cc1cccc(C(=O)N/C(=C\c2ccc(C)o2)C(=O)O)c1,2%,-2%,0%,0%,2%,-24%,-4%,16,nt
CC(=O)NC(c1ccc(C(C)C)cc1)c1c(O)ccc2ccccc12 (stereo not drawn),-1%,?,-10%,?,18µM*,?,-2%,-75*,2%
CCN1CCN(C(=O)/C=C/c2ccc(OC)c(OC)c2)CC1,6%,20%,19%,19%,6%,-113%[inhibitor],-22%,12,2%
COc1cc(NC(=O)CSc2nc(C)c(C)c(C)n2)c(C)cc1[N+](=O)[O-],15µM*,-3%,-15%,-4%,7%,-14%,5%,41,2%
COC(=O)c1ccc(C2NC(=O)c3ccccc3O2)cc1 (stereo not drawn),24%,-16%,15%,17%,?,28%,-23%,-29,11%
Fc1ccc(NC(=S)NC2CCCCC2)c(F)c1F,?,-15%,0%,?,18%,0%,-7%,7,-6%
CO[C@H]1CN(C)C(=O)c2cc(NC(=O)c3ccccc3)ccc2OC[C@H](C)NC[C@@H]1C,-1%,20%,7%,7%,nt,nt,1%,13,nt
COCCCn1c(SCC(=O)NC2CCCC2)nnc1-c1ccco1,13%,8%,-13%,17%,2%,-5%,0%,7,-9%

# Whole records from above. Screens in order: KB-V1 MDR tox | HT1080 IDH1KD tx | KB-3-1 tox | HT1080-NT tox | MCF10A rerep | SW480 rerep | WRN inhibitor | IL-1B inflam inh | ATXN2 expr inh
# Listed for `COc1cc(NC(=O)CSc2nc(C)c(C)c(C)n2)c(C)cc1[N+](=O)[O-]` → 15µM* | -3% | -15% | -4% | 7% | -14% | 5% | 41 | 2%
# Listed for `CSCSC1=C(C#N)C(c2ccccc2Cl)C(C(C)=O)=C(C)N1` (stereo not drawn) → ? | 0% | -3% | -20% | ? | ? | -32% | -7 | -3%
# Listed for `CCN1CCN(C(=O)/C=C/c2ccc(OC)c(OC)c2)CC1` → 6% | 20% | 19% | 19% | 6% | -113%[inhibitor] | -22% | 12 | 2%
# Listed for `C=CCNC(=O)N1CCCC(C(=O)c2cccc(Cl)c2)C1` (stereo not drawn) → 11% | 5% | 10% | 9% | 4% | 6% | 7% | 9 | -7%
# Listed for `CCC(C)(C(=O)NC1CCCC1)N(C)C(=O)Cc1c[nH]c2ccccc12` (stereo not drawn) → -13% | 0% | -2% | 1% | -5% | 6% | 8% | -1 | -14%

# (listing goes on)
SMILES,KB-V1 MDR tox,HT1080 IDH1KD tx,KB-3-1 tox,HT1080-NT tox,MCF10A rerep,SW480 rerep,WRN inhibitor,IL-1B inflam inh,ATXN2 expr inh
CC(C)(C)NC(=O)NC(=O)COc1ccc(Br)cc1Br,-13%,-26%,10%,?,-9%,-3%,-31%[57.1 µM],-6,85%[activator]
[O-]C1=N/[N+](=C/c2ccc(Cl)cc2)CC1,13%,5%,2%,15%,0%,0%,-1%,-6,0%
Cc1nc2cc(N3CCCCC3)c(NC(=O)c3ccncc3)cc2c(=O)n1Cc1ccccc1,0%,5.2µM*,-1%,3.7µM*,2%,?,7%[57.1 µM],13,1%
COc1ccc(COC(=O)CCc2cc(OC)c(OC)c(OC)c2)cc1F,3%,0%,0%,2%,1%,-9%,-7%,-5,-1%
CSc1ccc(S(=O)(=O)Nc2c(C)cccc2C)cc1,7%,-6%,-3%,-5%,-3%,-2%,-9%,17,-20%
COCCN1C2=C(COC(C)(C)C2)C(=S)NC1c1ccccc1 (stereo not drawn),-3%,5%,-1%,3%,-5%,?,10%,-14,-13%
CCN(CC)S(=O)(=O)c1ccc(Cl)c(C(=O)NCc2ccco2)c1,-4%,1%,1%,4%,1%,-36%[inhibitor],-2%,-10,21%
CCOc1ccc2nc(N3C(=O)/C(=C/c4ccccc4)NC3=S)sc2c1,-7%,9%,-20%,2%,?,4%,-16%,20,26%
O=C(Cn1c(=O)c2c3c(sc2n(Cc2ccccc2)c1=O)CCCC3)NCCO,-4%,-2%,8%,-2%,8%,-2%,-6%,-7,-1%
Cc1ccc(-n2c(N)c(C(=O)NCc3cccnc3)sc2=S)cc1,6%,-10%,14%,-9%,1%,-5%[9.22 µM],-3%,11,-11%
O=C1CSCC(=O)N1Cc1ccc(Cl)cc1Cl,-7%,-3%,-11%,-2%,-1%,-30%,5%,-10,nt
O=C(NC1CCCC1)c1c[nH]c2ccc(F)cc2c1=O,-5%,-11%,-9%,-2%,10%,-7%,-17%,0,6%
Cc1ccc2oc(=O)c3cc(C(=O)N4CCN(C)CC4)sc3c2c1,-23%,4%,0%,0%,8%,0%,18%,0,19%
C/C(Cl)=C\Cn1c(=O)c2c(nc3n2CCS3)n(C)c1=O,-1%,-5%,17%,-12%,0%,-5%,-7%,19,-29%
CC1(C(=O)NS(=O)(=O)c2ccccc2Cl)CCN1C(=O)Cc1cc(F)ccc1F (stereo not drawn),4%,?,0%,6%,nt,nt,8%,23,14%

# Printed as active in IL-1B inflam inh (from the list above):
Molecule,SW480 rerep,WRN inhibitor,IL-1B inflam inh
CCN(Cc1ccccc1)C(=O)c1oc2ccc(S(=O)(=O)N3CCOCC3)cc2c1C,-4%,0%,-53*
CC(=O)NC(c1ccc(C(C)C)cc1)c1c(O)ccc2ccccc12 (stereo not drawn),?,-2%,-75*

# Bioassay records (PubChem BioAssay)
